Screening results deposited in PubChem BioAssay by Emory University Molecular Libraries Screening Center.
14-3-3 PPI – modulators of 14-3-3 gamma protein binding, primary screen, biochemical, fluorescence polarization; 160,000 tested, 0.19% active; FP, 14-3-3gamma / TMR-pS259-Raf peptide binding; inhibition, % at 40 µM; 14-3-3 protein gamma (Homo sapiens), P61981; in the data active = inhibition above about 30%;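 also: 0% = protein plus tracer without compound and 100% = blank with tracer alone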
Target sequence (P61981 whole entry, looked up): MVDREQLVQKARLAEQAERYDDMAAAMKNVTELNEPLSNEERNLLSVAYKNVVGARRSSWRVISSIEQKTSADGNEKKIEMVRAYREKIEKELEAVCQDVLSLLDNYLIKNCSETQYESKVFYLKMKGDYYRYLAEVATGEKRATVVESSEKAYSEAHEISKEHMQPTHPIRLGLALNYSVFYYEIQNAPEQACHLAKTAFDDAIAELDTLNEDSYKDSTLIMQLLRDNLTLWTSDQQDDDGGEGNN
* hit, by the source's call; & = joins results of further samples. An excerpt (hit frequency here may not be typical).

| SMILES | 14-3-3 PPI |
| --- | --- |
| CN(C)c1ccc(C2C=C(c3ccccc3)Nc3ncnn32)cc1 (stereo unspecified) | -26 |
| Cc1cc(OCC(=O)Nc2ccc(S(=O)(=O)N3CCN(C)CC3)cc2)cc(C)c1Cl | -1 |
| CC(C)NC(=O)c1ccc2c(c1)NC(=O)c1ccccc1S2 | -9 |
| Cc1nnc(Nc2cccc(F)c2)[nH]c1=O | 5 |
| COc1ccc2cc(C(c3nnnn3Cc3ccc(F)cc3)N3CCCCCC3)c(=O)[nH]c2c1 (stereo unspecified) | -16 |
| CCC(=O)N1CCc2cc(Br)cc(S(=O)(=O)N3CCN(c4cccc(C(F)(F)F)c4)CC3)c21 | -9 |
| O=C(Cc1ccc([N+](=O)[O-])cc1)NCc1ccccn1 | -13 |
| CC(C)c1ccc(NC(=O)CSc2nc3[nH]ncc3c(=O)n2-c2cccc(C(F)(F)F)c2)cc1 | -10 |
| Cc1ccc(-c2nnn(CC(=O)N(c3cccc(F)c3)C(C(=O)NC3CCCC3)c3ccco3)n2)o1 (stereo unspecified) | -5 |
| Cc1cccc(NC(=O)CN2C(=O)c3cccc4cccc2c34)c1 | -25 |
| CCOc1ccc(CCNC(=O)C2CCCN(c3nn4c(=O)cc(C)nc4s3)C2)cc1OCC (stereo unspecified) | -9 |
| CCC1CCCCN1c1nc(-c2cccc(OC)c2O)nc2ccccc12 (stereo unspecified) | -5 |
| COc1ccc(Nc2oc(-c3cccs3)nc2C#N)cc1 | -6 |
| O=c1cc(-c2cccc([N+](=O)[O-])c2)c2ccc(OCc3ccc(F)cc3)cc2o1 | -11 |
| O=C(Nc1ccc(F)c([N+](=O)[O-])c1)c1ccccc1Oc1ccccc1 | -19 |
| Cc1ccc2c(c1)c(=O)ccn2C | 1 |
| O=C(CCSc1ccccc1)NCCN1CCOCC1 | 8 |
| CCOc1ccc(N(CC(=O)NC(C)(C)C)S(=O)(=O)c2c(C)noc2C)cc1 | -3 |
| Cc1ccccc1N1C(=O)N(c2cccc(C(F)(F)F)c2)C2CS(=O)(=O)CC21 (stereo unspecified) | -5 |
| Cc1ccc(C=Nc2ccc(N(C)C)cc2)o1 | -7 |
| Cc1oc(-c2ccccc2F)nc1CS(=O)(=O)CC(=O)N1CCOCC1 | -5 |
| COc1ccc(NC(=O)c2ccc([N+](=O)[O-])cc2)cc1 | 1 |
| COc1cccc(-c2nnc(NC(=O)c3ccc(S(=O)(=O)N4CCOCC4)cc3)o2)c1 | -3&-8 |
| Nc1[nH]c(=S)[nH]c(=O)c1-c1ccccc1 | -3 |
| CCN(CC)CCNC(=O)C1CCN(S(=O)(=O)CC)CC1 | 3 |
| O=c1oc2ccccc2c(N2CCOCC2)c1CN1CCCC1 | -38 |
| CC(=O)N1CCc2cc(S(=O)(=O)CCC(=O)N3c4ccccc4CC3C)ccc21 (stereo unspecified) | -16 |
| COc1ccc(-n2c(COc3ccccc3)nnc2SCc2ccc(C#N)cc2)cc1 | 4 |
| O=S(=O)(c1cccs1)N1CN(CC2CCCO2)c2nc3ccccc3nc21 (stereo unspecified) | -6 |
| Cc1ccccc1CSc1nc2c(c(=O)n(C)c(=O)n2C)n1C | 3 |

Structures from the list above that contain a carbonyl joined to an NH by a bond outside any ring (13):
| SMILES | 14-3-3 PPI |
| --- | --- |
| Cc1cc(OCC(=O)Nc2ccc(S(=O)(=O)N3CCN(C)CC3)cc2)cc(C)c1Cl | -1 |
| CC(C)NC(=O)c1ccc2c(c1)NC(=O)c1ccccc1S2 | -9 |
| O=C(Cc1ccc([N+](=O)[O-])cc1)NCc1ccccn1 | -13 |
| CC(C)c1ccc(NC(=O)CSc2nc3[nH]ncc3c(=O)n2-c2cccc(C(F)(F)F)c2)cc1 | -10 |
| Cc1ccc(-c2nnn(CC(=O)N(c3cccc(F)c3)C(C(=O)NC3CCCC3)c3ccco3)n2)o1 (stereo unspecified) | -5 |
| Cc1cccc(NC(=O)CN2C(=O)c3cccc4cccc2c34)c1 | -25 |
| CCOc1ccc(CCNC(=O)C2CCCN(c3nn4c(=O)cc(C)nc4s3)C2)cc1OCC (stereo unspecified) | -9 |
| O=C(Nc1ccc(F)c([N+](=O)[O-])c1)c1ccccc1Oc1ccccc1 | -19 |
| O=C(CCSc1ccccc1)NCCN1CCOCC1 | 8 |
| CCOc1ccc(N(CC(=O)NC(C)(C)C)S(=O)(=O)c2c(C)noc2C)cc1 | -3 |
| COc1ccc(NC(=O)c2ccc([N+](=O)[O-])cc2)cc1 | 1 |
| COc1cccc(-c2nnc(NC(=O)c3ccc(S(=O)(=O)N4CCOCC4)cc3)o2)c1 | -3&-8 |
| CCN(CC)CCNC(=O)C1CCN(S(=O)(=O)CC)CC1 | 3 |

(continued)
| SMILES | 14-3-3 PPI |
| --- | --- |
| COc1ccc(S(=O)(=O)NCc2ccc(C(=O)N3CC(C)CC(C)C3)cc2)cc1 (stereo unspecified) | -3 |
| O=C(c1ccc(CS(=O)(=O)Cc2ccc(Cl)cc2)o1)N1CCCCCC1 | -8 |
| CCOCCn1cnc2sc(C(=O)Nc3nc(C)c(C(=O)OCC)s3)c(C)c2c1=O | 1 |
| Cc1nnc(C)n1/N=C/c1ccccn1 | -7 |
| COc1cc2c(cc1OC)CN(C(=O)CSc1nnc3scc(-c4ccccc4)n13)CC2 | 1 |
| O=C(Nc1cccc(C(F)(F)F)c1)c1cccnc1N1CCCC1 | 0 |
| CN(C(=O)c1cc(-c2ccc(Cl)cc2)on1)c1ccccc1 | -13 |
| CC1=C(OC(=O)c2ccccc2)C(C)(C)C(c2ccccc2)OC1=O (stereo unspecified) | -5 |
| CCn1c(=O)c(C(=O)NCc2ccccn2)c(O)c2ccccc21 | -11&-2 |
| O=c1oc2ccc([N+](=O)[O-])cc2cc1-c1csc(Nc2cccc(C(F)(F)F)c2)n1 | -7 |
| CCOc1ccc(CC(=O)Nc2c(C(N)=O)oc3ccccc23)cc1OCC | -2&-7 |
| COc1cccc(-c2cc(C(=O)NCc3ccco3)no2)c1 | 1 |
| Cc1ccc(OC(=O)c2cccc(C(=O)Oc3ccc(C)cn3)n2)nc1 | -13&7 |
| CCOc1ccc(S(=O)(=O)NCCCOC(C)C)c2cccnc12 | -5 |
| CC1CCc2sc(NC(=O)c3ccccc3Oc3ccccc3)c(C(N)=O)c2C1 (stereo unspecified) | 16 |
| Cc1cccc(NC(=O)C(Cc2ccccc2)NS(=O)(=O)c2ccc(Br)s2)c1 (stereo unspecified) | -2 |
| Cc1cc(NC(=O)c2ccc3c(c2)C(=O)N(CCC(C)C)C3=O)no1 | -6 |
| CC(C)(C)c1cc(Cl)c(O)c(N=Cc2cc3c(cc2[N+](=O)[O-])OCO3)c1 | -19 |
| COc1ccc(NC(=O)CCCn2nc(C)c([N+](=O)[O-])c2C)cc1 | 2 |
| O=C(CSc1nc(-c2ccco2)cc(C(F)(F)F)n1)Nc1ccc(C(=O)N2CCCCC2)cc1 | -5 |
| COc1ccc(-n2nc3cc(C)c(NC(=O)c4cccc(Br)c4)cc3n2)cc1 | -3 |
| CN1C(=O)CC(C(=O)Nc2ccc(C(=O)O)cc2)SC1=Nc1ccc(I)cc1 (stereo unspecified) | -14 |
| CC1CCCCN1C(=O)c1ccc2c(c1)C(=O)N(CCC1=CCCCC1)C2=O (stereo unspecified) | -1 |
| Oc1ccccc1-c1nc(NCCc2ccccc2)c2ccccc2n1 | 7 |
| Cc1cc(Cl)ccc1OCCSc1nc2ccccc2[nH]1 | 7 |
| CC(=O)N(CC1CCCO1)c1nnc(-c2cnccn2)s1 (stereo unspecified) | -4 |
| Cc1nc2ccccc2n1CC(O)COc1ccc(C(=O)O)cc1 (stereo unspecified) | 0 |
| CC(=O)c1cccc(NC(=O)C2CCCN(S(=O)(=O)c3ccc(Br)s3)C2)c1 (stereo unspecified) | -34 |
| COc1cc(N(C)C)c([N+](=O)[O-])cc1C(=O)NCCN1CCN(c2ccccc2)CC1 | -9 |
| COc1ccc(C2C(Oc3ccc(Cl)cc3C)C(=O)N2c2ccc(F)cc2)cc1OC (stereo unspecified) | 5 |

(cont.)
mol,14-3-3 PPI
NS(=O)(=O)c1ccc(CCNC(=O)CCCC2=NS(=O)(=O)c3ccccc3N2)cc1,-6
COCCNC(=O)Cn1c(=O)n(Cc2ccc(C(=O)NCc3ccco3)cc2)c(=O)c2ccccc21,-23
COc1ccc(-c2c3c(nc4sc(C(=O)Nc5ccc(Cl)cc5)c(N)c24)CC(C)(C)CC3=O)cc1,-6
Cc1ccc(C)c(/C(O)=C2\C(=O)C(=O)N(Cc3cccnc3)C2c2cccnc2)c1 (stereo unspecified),-2
Nc1c(C(=O)NCC2CCCO2)c2nc3ccccc3nc2n1/N=C/c1ccncc1 (stereo unspecified),9
CC(=NS(=O)(=O)c1ccc(C)cc1)N1CCN(S(=O)(=O)c2ccccc2)C1,-6
Cn1nnnc1NC(=O)c1ccccc1F,-5
COc1ccc(-c2nc(SCC(=O)Nc3cccc(C(F)(F)F)c3)c3c(=O)n(C)c(=O)n(C)c3n2)cc1,-10
CC1(CC(=O)c2ccc([N+](=O)[O-])cc2)C(=O)OC(c2ccc(Cl)cc2)C(C)(C)C1=O (stereo unspecified),-3
COc1ccc(C2/C(=C(\O)c3ccc(C)cc3)C(=O)C(=O)N2CCN(C)C)cc1 (stereo unspecified),-7
O=C1CSC(c2cccc(Br)c2)N1c1ccc(Oc2ccccc2)cc1 (stereo unspecified),-1
COc1ccc(C(=O)C[n+]2cc(-c3ccc(OC)cc3)n3c2CCCCC3)cc1,-2
COc1ccc(C2CC(c3ccc(Br)cc3)=NN2C(=O)c2cccnc2)cc1 (stereo unspecified),-28
NC(=O)COC(=O)c1ccc(Oc2ccccc2)cc1,-13
COC(=O)c1cccc(C(=O)Oc2ccc3ccccc3c2Br)n1,-12
CC1CC(C)(C)NCc2ccccc21 (stereo unspecified),-5
O=C(CN1CCCCC1)OC1CCCCCCCCCCC1,-4
CC(C)NC(=O)CCCCCn1c(=S)[nH]c2cc3c(cc2c1=O)OCO3,-8
O=C(CN1C(=O)C2C3C=CC(C3)C2C1=O)N1CCN(C(=O)c2ccco2)CC1 (stereo unspecified),0
CCN(C(=O)Cc1c(C(=O)O)[nH]c2ccc(Cl)cc12)c1ccc(OC)cc1,-22
CCOc1ccccc1-n1c(SCc2ccccc2F)nc2[nH]ncc2c1=O,-5
CC=CCOC(=O)C1=C(C)NC(=O)NC1c1ccc2c(c1)OCO2 (stereo unspecified),-1
CN(C)S(=O)(=O)c1cccc(C(=O)N(Cc2ccc(F)cc2)Cc2ccco2)c1,-5
CCOC(=O)c1c(NC(=O)c2cc(-c3ccc4c(c3)OCO4)on2)sc(C)c1C,-16
CCc1ccc2nc(Nc3nc4c(c(=O)[nH]3)CCCC4)nc(C)c2c1,0

Reprinted from the part before: 3 compounds; new compounds follow.
mol,14-3-3 PPI
CN(C)S(=O)(=O)c1cccc(C(=O)N(Cc2ccc(F)cc2)Cc2ccco2)c1,-5
CCOC(=O)c1c(NC(=O)c2cc(-c3ccc4c(c3)OCO4)on2)sc(C)c1C,-16
CCc1ccc2nc(Nc3nc4c(c(=O)[nH]3)CCCC4)nc(C)c2c1,0
Cc1cccc(-n2c(=S)[nH]c3ccsc3c2=O)c1C,-6
COC(=O)C1=C(C)NC(=O)NC1c1cn(-c2ccccc2)nc1-c1ccc(OC(C)C)cc1 (stereo unspecified),-7
CCOc1cc(C2C(C(C)=O)=C(C)Nc3ncnn32)ccc1O (stereo unspecified),-2
O=C(CCCN1CCN2CCCCC2C1)c1ccc(F)cc1 (stereo unspecified),-1
CC1(C)CC(=O)C2=C(C1)Nc1cc3c(cc1C2c1ccc(F)cc1)OCCO3 (stereo unspecified),3
COc1ccc(S(=O)(=O)Nc2ccc3c(c2)OCCO3)cc1OC,-2
Cc1cc(C)cc(NS(=O)(=O)c2cnc[nH]2)c1,-4
COc1ccc(CNC(=O)Nc2cccs2)cc1OC,-13
COCn1c(-c2ccc(OC)cc2)nc2ccccc21,6
CCOc1ccccc1-c1cc(C(=O)Nc2ccc(S(N)(=O)=O)cc2)c2ccccc2n1,-23
COc1ccc(-n2cnc(N)c2C(=O)c2cccc([N+](=O)[O-])c2)cc1,5
COc1ccc(S(=O)(=O)N(CC(=O)NCc2ccc(C)cc2)c2ccc(C)cc2)cc1,-2
CC1CN(Cc2c(O)ccc3c(=O)c(Oc4ccc(-c5ccccc5)cc4)c(C(F)(F)F)oc23)CC(C)O1 (stereo unspecified),-7
O=[N+]([O-])c1ccccc1Oc1ccc(-c2ccccc2)cc1,-15
FC(F)(F)COc1nc(Nc2ccc(Br)cc2)nc(OCC(F)(F)F)n1,7
CC(=O)N(c1ccc(C)cc1)C1(C(=O)NC2CCCCC2)CCCCC1,0
O=C(COc1nc2ccccc2s1)n1c2ccccc2c2ccccc21,-16
CC1=C(C(=O)OCc2ccccc2)C(c2ccc3c(c2)OCO3)C2=C(CC(c3cccs3)CC2=O)N1 (stereo unspecified),-18
Cc1ccc2c3c(ccc2n1)NC1=C(C(=O)CCC1)C3c1ccccc1C (stereo unspecified),7
COc1ccc(OCCCON2C(=O)c3ccccc3C2=O)cc1,-4
CC(NC(=O)CN1N=C(c2ccccc2)CCC1=O)c1ccccc1 (stereo unspecified),-4
COc1ccc(-c2cc(C(F)(F)F)n3nc(C(=O)Nc4cc(C)cc(C)c4)cc3n2)cc1OC,-1
O=C(Nc1ccon1)C(Sc1ccccc1)c1ccccc1 (stereo unspecified),-4
CSc1cccc(NC(=O)CCC(=O)O)c1,-3
CCn1c(CNC(=O)c2ccc(OC)cc2)nnc1SC,3
Cc1ccc(-c2nn(C)c(=O)c3ccccc23)cc1S(=O)(=O)NC1CCCCC1,-1
CCCOc1ccc(Cc2nc(N)nc(N)n2)cc1,-9
O=C(OCC(=O)c1cccs1)c1ccc(O)cc1,-4
COc1cc(C2NC(=O)NC(C)=C2C(=O)Nc2cccc(Cl)c2)cc(OC)c1OC (stereo unspecified),-2
ONC=Nc1cccc2nonc12,-7
Oc1ccc(CNc2ccc(F)cc2)c2cccnc12,-7
Clc1ccccc1Nc1ncnc2c1nnn2Cc1ccccc1,1
Clc1ccc(-c2nc3ncccn3c2Nc2ccc3c(c2)OCO3)cc1,-7
COC(=O)c1cc(C(=O)OC)cc(N2C(=O)CSC2c2cccc(Br)c2)c1 (stereo unspecified),2
O=C(Nc1ccc2c(c1)OC(F)(F)O2)c1cc([N+](=O)[O-])ccc1Cl,3
Cc1ccc(CNC(=O)c2ccc(CSCc3ccccc3C)o2)cc1,2
O=C(Nc1ccc2nn(-c3ccccc3)nc2c1)c1oc(=O)c2ccccc2c1-c1ccccc1,-3
